High-throughput results (PubChem BioAssay)
hK5 inh: human KLK5 protease inhibitors, primary screen, biochemical, 1536-well; Kallikrein-5 (Homo sapiens), Q9Y337; AID 873, 2007; inhibition, % at 5 µM; recombinant hK5, fluorogenic AMC substrate cleavage; hit rate 0.59% among 210,000;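 active = inhibition of 40% or more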;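 also: 0% = enzyme controls without compound and 100% = no-enzyme blanks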
FXIIa inh 1536: human FXIIa protease inhibitors, primary screen, biochemical, 1536-well; inhibition, % at 5 µM; purified FXIIa, Boc-QGR-AMC fluorogenic substrate, 2 h; Coagulation factor XII (Homo sapiens), P00748; hit rate 0.3% among 220,000; in the data active = inhibition above about 40%;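 also: 0% = enzyme with no compound and 100% = blank without enzyme; many of its hits are not listed in these tables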
FXIa inh: human FXIa protease inhibitors, primary screen, biochemical, 1536-well; purified FXIa, Boc-Glu-Ala-Arg-AMC fluorogenic substrate; hit rate 0.14% among 220,000; inhibition, % at 5 µM; Coagulation factor XI (Homo sapiens), P03951;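 active = inhibition of at least 40%; inactive = inhibition below 40%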;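 also: fluorescence of freed AMC excited at 355 nm; 0% = enzyme without compound and 100% = no enzyme blank; many of its hits are not listed in these tables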
Runt-SMMHC FRET: inhibitors of RUNX1 Runt–CBFb-SMMHC binding, primary screen, biochemical, FRET, Cerulean-Runt, Venus-CBFb-SMMHC, uHTS; Runt-related transcription factor 1 (Homo sapiens) + Core-binding factor subunit beta …; Cerulean-Runt/Venus-CBFb-SMMHC FRET ratio 530/480, 1 h; inhibition, % at 20 µM; hit rate 0.74% among 220,000;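 active = mean inhibition across duplicate retests at 20 µM reaching about 50%, limit read from the data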;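 also: 0% = DMSO wells and 100% = wells with excess untagged CBFb-SMMHC; inhibitors lower the FRET ratio by blocking Runt binding to CBFb-SMMHC; some results filed as inactive read as strong as hits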
Target sequence (Q01196 whole entry, looked up): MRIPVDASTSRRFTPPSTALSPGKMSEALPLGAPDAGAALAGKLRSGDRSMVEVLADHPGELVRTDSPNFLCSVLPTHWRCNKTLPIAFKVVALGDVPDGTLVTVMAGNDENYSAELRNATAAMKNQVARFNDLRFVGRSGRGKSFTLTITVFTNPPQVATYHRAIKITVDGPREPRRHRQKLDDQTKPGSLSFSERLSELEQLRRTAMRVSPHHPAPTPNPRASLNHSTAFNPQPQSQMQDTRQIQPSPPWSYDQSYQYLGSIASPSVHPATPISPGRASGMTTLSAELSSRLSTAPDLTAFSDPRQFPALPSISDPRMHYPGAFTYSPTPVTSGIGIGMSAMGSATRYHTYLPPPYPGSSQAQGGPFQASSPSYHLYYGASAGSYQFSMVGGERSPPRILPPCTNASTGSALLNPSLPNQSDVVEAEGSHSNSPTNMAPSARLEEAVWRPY
Target sequence (Q13951 whole entry, looked up): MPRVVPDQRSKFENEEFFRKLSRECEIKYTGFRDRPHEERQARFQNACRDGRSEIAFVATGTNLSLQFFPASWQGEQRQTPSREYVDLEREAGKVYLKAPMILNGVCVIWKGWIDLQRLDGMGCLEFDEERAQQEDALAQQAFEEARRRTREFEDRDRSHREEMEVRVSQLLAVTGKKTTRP
Wee1 stabilizer: Wee1 degradation inhibitors, primary screen, cell-based, HeLa, Wee1K328M-luciferase, luminescence. Wee1-like protein kinase (Homo sapiens), P30291. reporter increase, % at 5 µM. AID 1321, 2008. hit rate 1.2% among 220,000. HeLa Luc-Wee1K328M stability; 100% = proteasome inhibitor MG132 effect;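 active = activation above the mean of all tested compounds plus 3 SD, set per screening run, cut at about 8.8% in these data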;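 also: cells exposed to compound for 20 h before luminescence read; 0% = DMSO alone and 100% = MG132 at 30 µM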
Runt-CBFb FRET: inhibitors of RUNX1 Runt–CBFb binding, primary screen, biochemical, FRET, Cerulean-Runt, Venus-CBFb, uHTS | Cerulean-Runt/Venus-CBFb FRET ratio 530/480, 1 h | inhibition, % at 20 µM | hit rate 0.46% among 220,000 | AID 1496, 2009;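 active = inhibition over about 50% at 20 µM in the single-dose screen, limit read from the data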;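 also: 0% = DMSO wells and 100% = excess unlabeled CBFb competitor control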
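Measured by: fluorescence energy transfer, 422 nm excitation, 530/480 nm emission; Assay system: Cerulean-Runt domain; Medium: Tris pH 7.5 buffer with BSA; Measure: loss of energy transfer signal; Controls: 5 µM unlabeled CBFb as full-inhibition high control; Incubation: protein complex preformed 1 h, compound exposure 1 h, room temperature, dark.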
thrombin 1536: human alpha-thrombin inhibitors, primary screen, counter-screen for coagulation protease inhibitor project, biochemical, 1536-well, fluorogenic AMC substrate; Boc-VPR-AMC fluorogenic substrate cleavage; hit rate 0.26% among 220,000; inhibition, % at 5 µM;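 active = inhibition at or above 40%; inactive = inhibition below 40%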;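 also: 0% = enzyme with no compound and 100% = wells without enzyme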
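signal = AMC fluorescence, 355/460 nm | material = human alpha-thrombin enzyme | control set = enzyme without compound as high, wells lacking enzyme as low | times = reaction at room temperature | read-out basis = percent inhibition scaled between no-compound controls and no-enzyme blanks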
Hck Nef HTS: inhibitors of Nef-activated human Hck kinase, primary screen, biochemical, Z-Lyte FRET, 384-well, Hck-YEEI; Tyrosine-protein kinase HCK (Homo sapiens), P08631; Recombinant Hck-YEEI plus Nef, Z-Lyte FRET kinase assay; inhibition, % at 20 µM; hit rate 0.68% among 220,000; AID 463187, 2010;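 active = Hck-Nef kinase inhibition above about 50%, limit read from the data; inactive = inhibition below that limit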;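 also: 0% = DMSO with Hck plus Nef and 100% = Hck alone without Nef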
14-3-3 Bad PPI: inhibitors of 14-3-3 zeta/Bad binding, primary screen, biochemical, TR-FRET, bovine 14-3-3 zeta; 14-3-3 protein zeta/delta (Bos taurus), P63103; TR-FRET 14-3-3zeta/Dy647-pBad peptide displacement, 1 h; inhibition, % at 21.7 µM; hit rate 0.71% among 220,000; AID 781, 2007;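 active = inhibition above about 70%, limit read from the data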;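 also: 0% = full 14-3-3 plus peptide FRET controls and 100% = background without 14-3-3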
Target sequence (P63103 whole entry, looked up): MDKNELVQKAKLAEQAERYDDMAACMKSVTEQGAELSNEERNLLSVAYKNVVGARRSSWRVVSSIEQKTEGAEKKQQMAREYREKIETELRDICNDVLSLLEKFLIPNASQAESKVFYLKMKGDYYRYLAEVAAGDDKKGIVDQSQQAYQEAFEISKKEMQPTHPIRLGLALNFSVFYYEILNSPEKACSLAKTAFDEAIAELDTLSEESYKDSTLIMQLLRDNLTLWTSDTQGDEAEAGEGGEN
* marks the source's active call; other numbers are inactive results; . = no result given; [ ] = remark or other dose.

SMILES | Runt-SMMHC FRET | hK5 inh | Hck Nef HTS | FXIa inh | FXIIa inh 1536 | thrombin 1536 | Runt-CBFb FRET | 14-3-3 Bad PPI | Wee1 stabilizer
Cc1ccc(C2/C(=C(/O)c3cnn(-c4ccccc4)c3C)C(=O)C(=O)N2CCN2CCOCC2)o1 (stereo not given) | -2 | -6 | 5 | -4 | 4 | -4 | -1 | . | 0
C/C(=N\NC(=O)Cn1ccc(C(F)(F)F)n1)c1ccc2c(c1)OCO2 | 4 | -2 | 20 | -5 | 0 | 6 | 0 | -11 | -1
N=c1c2c3c(sc2ncn1N)CCC3 | -1 | 6 | 2 | 8 | 3 | -2 | 0 | 7 | 2
CC(NC(=O)CN(C)CC(=O)Nc1ccc(F)c(F)c1F)c1ccccc1 (stereo not given) | -1 | -2 | 15 | -9 | 3 | -22 | -1 | -5 | 1
COc1cc(OC)c(OC)cc1CN1CCCC(C(=O)c2sccc2C)C1 (stereo not given) | -4 | 6 | 10 | 9 | 11 | -2 | -2 | 6 | -2
Cc1ccc(O)c(NC(=O)CCCC(=O)O)c1 | 1 | 2 | 0 | 25 | 27 | -1 | -2 | 10 | -1
Cc1ccc(-c2nnc(SCC(=O)N/N=C/c3c(C)nn(-c4ccccc4)c3C)n2-c2ccc(C)cc2)cc1 | 2 | -7 | 4 | 3 | 13 | -1 | -7 | 2 | -1
Cc1cc(C)cc(NC(=O)CSc2nc3c(c(=O)n2C)SC(C)C3)c1 (stereo not given) | 2 | -14 | -2 | 0 | 7 | -9 | -1 | -4 | 1
Cc1nn(C)cc1/C=N\NC(=O)Cc1ccc([N+](=O)[O-])cc1 | -1 | -13 | -3 | 24 | 28 | 0 | 0 | 26 | 0
CCC(C)NC(=O)c1ccc(CSCc2cccc(F)c2)o1 (stereo not given) | -2 | 3 | 1 | -8 | 0 | -11 | 1 | 6[fluorescence artefact?] | 3
Cc1ccccc1-c1nc2ccccc2c(=O)n1C1CCS(=O)(=O)C1 (stereo not given) | 0 | 6 | 0 | -3 | 10 | -1 | 0 | 2[fluorescence artefact?] | 1
CC(C)c1onc(C(=O)N2CCCCCC2)c1[N+](=O)[O-] | 4 | -11 | -4 | -5 | 0 | -4 | 1 | -2 | 1
COc1cc(OC)cc(-c2nnc(SCC(=O)N3CCCc4ccccc43)o2)c1 | -1 | -4 | 0 | 0 | 6 | 2 | -1 | -2[fluorescence artefact?] | -1
COc1ccc(Cl)cc1NC(=O)C(C)OC(=O)c1ccc(NS(=O)(=O)c2ccc3[nH]c(=O)[nH]c3c2)cc1 (stereo not given) | -3 | -8 | -1 | 5 | 19 | 3 | -4 | 23[fluorescence artefact?] | -4
CCCc1ccc(-c2cc(C(=O)NCCc3ccc(S(N)(=O)=O)cc3)c3ccccc3n2)cc1 | -15 | 4 | 2 | -10 | -13 | -4 | -6 | -7 | 2
COc1cc(S(=O)(=O)n2nc(C)cc2C)c(OC)cc1Cl | -1 | -3 | -9 | 5 | 14 | 3 | -2 | -5 | 0
Cn1cc(SCC(=O)Nc2ccc3c(c2)OCCO3)c2ccccc21 | 0 | -2 | 2 | 3 | 9 | -5 | 0 | 2 | 1
N/C(=N\OC(=O)Nc1ccccc1)c1ncc([N+](=O)[O-])s1 | 0 | 1 | 12 | -1 | 6 | -6 | 2 | 1 | 1
C=CCNC1=C(Cl)C(=O)N(c2ccccc2Cl)C1=O | -16 | -1 | -1 | -2 | 8 | 3 | -5 | -7 | 3
CCC1(C)CC(CC(=O)O)(c2ccccc2OC)CCO1 (stereo not given) | 2 | -5 | 1 | -1 | 16 | 2 | -1 | -12 | -2
C=CCn1cccc(C(=O)Nc2cc(OC)c(OC)c(OC)c2)c1=O | -1 | -1 | 16 | 0 | 8 | -1 | 0 | -4 | 3
CCOc1ccc(-c2nc(CSc3nncs3)cs2)cc1OC | 1 | -5 | -1 | 4 | 19 | -6 | -1 | 3 | 1
Cc1cc(C)cc(OCc2nnc(SCC(=O)c3ccc(Br)cc3)o2)c1 | 4 | -19 | 9 | 3 | 15 | 3 | 0 | 8 | 3
CC(NC(=S)Nc1ccccc1Cl)C(c1ccccc1)N1CCOCC1 (stereo not given) | -4 | 7 | -3 | 23 | 25 | 1 | -3 | -17 | 9.2*
CCc1ccccc1OCC(=O)Nc1ccc(S(N)(=O)=O)cc1 | -4 | -15 | 1 | 2 | 9 | 2 | 0 | -7 | -2

The last 3 entries of the section above open the next one.
SMILES | Runt-SMMHC FRET | hK5 inh | Hck Nef HTS | FXIa inh | FXIIa inh 1536 | thrombin 1536 | Runt-CBFb FRET | 14-3-3 Bad PPI | Wee1 stabilizer
Cc1cc(C)cc(OCc2nnc(SCC(=O)c3ccc(Br)cc3)o2)c1 | 4 | -19 | 9 | 3 | 15 | 3 | 0 | 8 | 3
CC(NC(=S)Nc1ccccc1Cl)C(c1ccccc1)N1CCOCC1 (stereo not given) | -4 | 7 | -3 | 23 | 25 | 1 | -3 | -17 | 9.2*
CCc1ccccc1OCC(=O)Nc1ccc(S(N)(=O)=O)cc1 | -4 | -15 | 1 | 2 | 9 | 2 | 0 | -7 | -2
COc1ccc(NC(=S)N2CCCCC2c2cccnc2)cc1 (stereo not given) | 0 | 1 | 9 | 1 | 10 | -1 | -2 | -4 | -1
CC(C)C(=O)Nc1ccc(N2CCCC2)cc1 | 5 | -4 | 3 | 5 | 13 | 1 | 10 | -1[fluorescence artefact?] | 1
CCCCCSc1nnc(-c2ccccc2NC(C)=O)c(=O)[nH]1 | -3 | . | -5 | 16 | 24 | 34 | 0 | -1 | 4
CCn1c(SCc2ccccc2)nnc1-c1cccnc1 | . | 5 | 22 | -1 | 13 | -2 | . | -5 | -1
COc1ccc(CNc2nc3ccccc3n2C)c(OC)c1 | -1 | 4 | 18 | -1 | 10 | -12 | 0 | -7 | 7
CS(=O)(=O)Nc1ccc(C(=O)NCc2ccccn2)cc1 | -34 | 0 | 1 | 4 | 18 | 3 | -2 | -15 | -2
O=[N+]([O-])c1cc([N+](=O)[O-])c2n[nH]c(-c3ccccc3)c2c1 | -30 | -1 | 21 | -3 | 7 | -3 | -15 | -1 | -4
COc1ccc(NC(=S)Nc2cc(S(=O)(=O)N3CCCCC3)ccc2OC)cc1 | 5 | -15 | 2 | 5 | 11 | -2 | 10 | -5 | 4
O=C(COC(=O)C1Cc2ccccc2CN1C(=O)c1ccccc1Cl)Nc1ccc(N2CCOCC2)cc1 (stereo not given) | -1 | -19 | 3 | 2 | 12 | -8 | -5 | -30 | -1
C=CCN(C)NC(=O)Nc1ccccc1 | -2 | 3 | 20 | 1 | 5 | -3 | 1 | 0 | -4
Cc1cccc(-c2nnc(SCC(=O)Nc3cccc(C(=O)N4CCOCC4)c3)n2C)c1 | -2 | -8 | 6 | 7 | 9 | 0 | -2 | 4[fluorescence artefact?] | -2
Cc1ccc(N2C(=O)c3ccccc3C2(O)c2ncc[nH]2)cc1 (stereo not given) | 3 | 3 | 1 | 6 | 5 | 5 | 0 | -6 | 0
O=C(CSC1=NCCS1)NC1CCCC1 | -4 | -27 | 0 | -1 | 11 | 2 | 0 | 1 | -1
COc1cccc(NC(=S)N(Cc2ccc(C(=O)O)cc2)Cc2ccc(OC)c(OC)c2)c1 | -2 | . | -1 | 3 | 12 | 1 | 0 | -6 | 0
COc1cc2[nH]c(=S)nc(NCc3ccccn3)c2cc1OC | -71 | -3 | 12 | -1 | 6 | 5 | -7 | -8 | -1
CCOC(=O)CCSc1n[nH]c(=S)s1 | -3 | 24 | -108 | -2 | 3 | -6 | 18 | 3 | -1
CC1CCCCC1NC(=O)Cn1[nH]c(=O)c2ccccc2c1=O (stereo not given) | 3 | -3 | 0 | -3 | 6 | -5 | -1 | 2 | 0
Cc1ccc2nc(NC(=O)CN3C(=O)C4CC=CCC4C3=O)sc2c1 (stereo not given) | 0 | 1 | 12 | 3 | 10 | 11 | -1 | 1 | 4
COCCOC(=O)C1=C(C)NC(=O)NC1c1cccs1 (stereo not given) | -9 | 1 | 1 | -25 | 9 | -1 | -1 | -13[fluorescence artefact?] | 1
C/C(CC(=O)Nc1ccccc1-c1ccccc1)=N\NC(=O)COc1ccc(C)cc1Br | -4 | -3 | -20 | 5 | 13 | 4 | -1 | 1 | 2
O=C(CCn1ccc([N+](=O)[O-])n1)NC1CCCCCC1 | -4 | -3 | 2 | 3 | 12 | 1 | -2 | -5[fluorescence artefact?] | 0
CCCSc1nnc(CSc2nc3nc(C)cc(C)n3n2)o1 | -3 | -10 | -2 | 4 | 10 | 3 | -3 | -1 | -1
O=C(COC(=O)CCC(=O)c1ccc(F)cc1)Nc1ccccc1 | 1 | -2 | 20 | 1 | 7 | -9 | -3 | 11 | 4
Cc1cc(C)nc(N/C(=N\S(=O)(=O)Cc2ccccc2)Nc2cccc(Cl)c2C)n1 | -1 | 2 | -1 | 0 | 9 | -6 | 0 | 4 | -3
O=C(N/N=C/c1ccc(N2CCOCC2)cc1)c1ccccc1OCCOc1ccccc1 | -11 | -6 | 21 | 3 | 0 | -10 | -16 | -8 | -3
CC(=O)OC1CSc2nc3ccccc3n2C1 (stereo not given) | 7 | 5 | -1 | 2 | 6 | -5 | 0 | 3[fluorescence artefact?] | 1
CC(=O)c1cccc(NC(=O)Nc2ccc(C(=O)N3CCCC3)cc2)c1 | -2 | -12 | -1 | 4 | 5 | -4 | 2 | 0[fluorescence artefact?] | -1
Cc1ccc(C(=O)CSc2nnc(CNc3ccc(C)cc3C)n2Cc2ccco2)cc1 | 1 | 4 | 5 | 8 | 13 | 0 | 1 | 7 | 0
COC(=O)C(Nc1nccs1)(OC)C(F)(F)F (stereo not given) | -2 | -15 | 2 | -10 | 6 | -18 | -2 | -8 | 1
COCCNC(=O)C(=O)N/N=C/c1ccc(C(=O)OC)cc1 | 0 | -4 | -1 | -1 | 5 | 2 | 1 | -15 | -3
